# Compound activity as filed in PubChem BioAssay.
# HIV fusion peptide = inhibitors of HIV fusion peptide binding, primary screen, biochemical, uHTS, fluorescence dequenching (AID 1986). 290,000 compounds, 0.3% hits. cell-free peptide binding, fluorescence dequenching, 30 min; higher % means a stronger effect. inhibition, % at 20 µM, or IC50 in µM where a hit was titrated; in the data active = inhibition mostly above about 52%, no sharp cut-off; inactive = mostly below about 76%; also: some results filed as inactive read as strong as hits
# HEK293 NOD2/NF-kB = NOD2 signaling inhibitors, cell-based, luminescence, uHTS, HEK293 (AID 1566); 290,000 compounds, 0.63% hits; inhibition, % at 4 µM; hits with a dose series show EC50 in µM; HEK293 NOD2/NF-kB luciferase reporter, luminescence; higher % means a stronger effect; also: many of its hits are not listed in these tables
# Salmonella PhoP GFP = inhibitors of PhoP regulon expression, primary screen, Salmonella Typhimurium, GFP reporter (AID 1863); S. Typhimurium PhoP-regulated promoter GFP reporter, 4 h; higher % means a stronger effect; 300,000 compounds, 0.16% hits; one-dose inhibition, % at 50 µM; IC50 in µM for titrated hits;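 active = inhibition over 29.93%, a cutoff 3 SD above the screen mean, later confirmed by dose response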;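 also: 0% = low Mg2+ inducing control and 100% = high Mg2+ repressing control; strong numbers were not always called active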
# LYP inhibition = inhibitors of LYP phosphatase, biochemical, fluorescence intensity, uHTS (AID 1779); recombinant LYP phosphatase, fluorescence intensity; higher % means a stronger effect; 290,000 compounds, 0.054% hits; inhibition, % at 11.5 µM, or IC50 in µM where a hit was titrated;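 also: plate controls were vehicle with enzyme for no effect and no enzyme for full effect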
# KOR beta-arrestin-1 = KOR antagonists, beta-arrestin recruitment, cell-based, luminescence, uHTS (AID 1778). Kappa-type opioid receptor (Homo sapiens). KOR beta-arrestin recruitment, luminescence, antagonist mode; higher % means a stronger effect. inhibition, % at 10 µM, or IC50 in µM where a hit was titrated. 290,000 compounds, 0.091% hits; also: strong numbers were not always called active
# Siah-1 displacement = Siah-1 peptide-binding antagonists, primary screen, biochemical, fluorescence polarization, rhodamine-plectin, uHTS (AID 1817); Siah-1 / rhodamine-plectin peptide fluorescence polarization; higher % means a stronger effect; one-dose displacement, % at 20 µM; IC50 in µM for titrated hits; E3 ubiquitin-protein ligase SIAH1 (Homo sapiens); 290,000 compounds, 0.02% hits;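 active = displacement of at least 50% at 20 µM, with a fluorescence ratio check between 0.3 and a set limit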;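 also: plate controls were Siah plus tracer with DMSO for no effect and tracer alone without Siah for full effect; strong numbers were not always called active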
# KOR beta-arrestin-2 = KOR agonists, beta-arrestin recruitment, primary screen, cell-based, luminescence, uHTS (AID 1777). Kappa-type opioid receptor (Homo sapiens). KOR beta-arrestin recruitment, luminescence; higher % means a stronger effect. activation, % at 10 µM; hits with a dose series show EC50 in µM. 280,000 compounds, 0.02% hits; in the data active = activation above about 50%, passing the limit was not always enough; also: a part of the inactive calls stands beside numbers as strong as those of hits
# NOD1 NF-kB reporter = NOD1 signaling inhibitors, primary screen, cell-based, luminescence, uHTS (AID 1578) | NOD1-driven NF-kB luciferase reporter cells, luminescence; higher % means a stronger effect | inhibition, % at 4 µM, or EC50 in µM where a hit was titrated | 290,000 compounds, 1% hits; in the data active = inhibition mostly above about 36%, no sharp cut-off; inactive = mostly below about 34%;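 also: HEK-293T reporter cells stimulated with the NOD1 agonist gamma-tri-DAP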
# Myeloid diff 2 = induction of myeloid progenitor differentiation, primary screen, cell-based, flow cytometry, MLPCN library | ER-HoxA9 myeloid progenitors, lysozyme-GFP differentiation | AID 624256, 2012 | calls only at 10 µM | 360,000 compounds, 1% hits;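 active = normalized GFP-positive differentiation at or above the plate's own cutoff, the solvent-only control mean plus 3 SD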;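 also: cells exposed to compound for four days before flow analysis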
# Myeloid diff 2 GFP+ MAC1+ % = also measured in Myeloid diff 2; calls as there; GFP+ MAC1+ double positive, %; measured here: differentiation confirmed by MAC1 staining
# Active calls of the source: *; i = inactive; nt = no result given; + = active, no number; [ ] = another dose, or the depositor's remark. Rule as the data show it, unless noted: active = inhibition above about 50%; inactive = the rest. An excerpt (hit frequency here may not be typical).
SMILES,HIV fusion peptide,HEK293 NOD2/NF-kB,Salmonella PhoP GFP,LYP inhibition,KOR beta-arrestin-1,Siah-1 displacement,KOR beta-arrestin-2,NOD1 NF-kB reporter,Myeloid diff 2,Myeloid diff 2 GFP+ MAC1+ %
Cn1c(=O)[nH]c(=O)c2c1nc(N1CCNCC1)n2Cc1ccccc1Cl,0.2%,3%,-5%,0%,2%,0%,-0.9%,-44%,i,0.8
O=C(Nc1ccc(N2CCOCC2)c(S(=O)(=O)Nc2cc(Cl)ccc2Cl)c1)c1cccnc1,1.6%,14%,-4%,-1%,7%,0%,1.3%,6%,i,0.4
COc1ccc(Cc2nc3ccc(C(=O)N(C)Cc4cc(C)[nH]n4)cc3o2)cc1OC,0.5%,24%,-10%,-10%,-10%,2%,0.1%,-7%,i,1.4
O=C(CN(c1ccccc1)S(=O)(=O)c1ccc(F)cc1)N1CCCCCC1,2.6%,4%,1%,-1%,16%,5%,9.3%,-12%,i,0.5
CS(=O)(=O)N1CCCC(C(=O)NCCc2ccccc2)C1 (stereo not drawn),-1.0%,-4%,13%,-2%,-49%,-2%,4.7%,-14%,i,5.2
CC(=O)Nc1nnc(SCC(=O)N2C(C)CCCC2C)s1 (stereo not drawn),1.1%,5%,-7%,-7%,-43%,-2%,3.1%,-25%,i,1.0
CCc1ccc(Nc2ccc(C(=O)O)cc2[N+](=O)[O-])cc1,2.4%,-7%,-2%,-4%,39%,4%,-0.3%,-7%,i,0.2
CC(=O)c1sc(N/N=C2\CC3CC2C(C)C3(C)C)nc1C (stereo not drawn),-3.4%,-54%,-3%,0%,-8%,1%,-3.6%,-34%,i,0.2
CCN1C(=O)c2cccc3c(S(=O)(=O)Nc4ccccc4)ccc1c23,-1.4%,-81%,6%,-4%,-38%,-4%,8.8%,46%,i,0.5
CC1CCCC(NC(=O)CN2C(=O)c3cccnc3Oc3ccc(Cl)cc32)C1C (stereo not drawn),0.2%,5%,-3%,-6%,-7%,-2%,3.9%,4%,i,1.2
COc1ccc(S(=O)(=O)NCC(=O)N(CC(=O)NCC2CCCO2)Cc2ccc(F)cc2)cc1 (stereo not drawn),0.2%,7%,5%,-6%,-12%,2%,1.0%,5%,i,0.6
Cc1nnc(N2C(=O)C(O)=C(C(=O)c3ccco3)C2c2ccc(F)cc2)s1 (stereo not drawn),36%,7%,-1%,-2%,10%,10%,-3.4%,-15%,i,6.6
Cc1cc2c(cc1C)N(CC(=O)N1CCCC1)C(=O)CC(c1ccccc1)=N2,-1.2%,-19%,-1%,-7%,-24%,4%,-1.7%,-30%,i,5.2
Cc1cccc2sc(N(CCCN(C)C)C(=O)c3ccc4ncsc4c3)nc12,1.2%,-47%,4%,-17%,-27%,-7%,1.8%,6%,i,7.5
N#CCCn1[nH]c(-c2ccccc2)cc1=O,5.5%,20%,-12%,-6%,-18%,5%,-2.1%,-6%,i,0.7
O=S(=O)(c1ccc(OC(F)(F)F)cc1)N1CCC(O)(c2cccc(C(F)(F)F)c2)CC1,-0.3%,14%,9%,2%,-4%,-5%,-4.3%,8%,i,1.3
Cc1csc(NC(=O)CSc2ccc(-c3ccccn3)nn2)n1,0.5%,-29%,7%,-5%,7%,7%,-1.4%,1%,i,0.5
CNC(=O)/C(=C\c1ccc2c(c1)OCO2)NC(=O)c1ccc(Br)cc1,-1.5%,-11%,7%,-1%,nt,-1%,-4.0%,-26%,i,0.7
Oc1ccc(C(c2nnnn2C2CCCC2)N2CCc3ccccc3C2)cc1 (stereo not drawn),1.1%,-14%,3%,0%,-8%,0%,-3.5%,-7%,i,0.9
CCC(C(=O)NC1CCCC1)N(C(=O)Cn1nnc(-c2ccc(C)o2)n1)c1ccc(F)cc1 (stereo not drawn),0.7%,10%,nt,-10%,-32%,7%,0.1%,4%,i,1.0
O=C(NCCc1ccccc1F)C1CCCN1S(=O)(=O)c1ccc2ccccc2c1 (stereo not drawn),-3.8%,3%,4%,-1%,-6%,-4%,-6.4%,18%,i,0.6
CCn1cc(/C=C(\NC(=O)c2ccc(OC)c(OC)c2)C(=O)N2CCOCC2)c2ccccc21,-0.2%,24%,2%,-7%,-15%,0%,0.8%,-13%,i,0.0
Cc1nnc2c3ccccc3c(Cl)nn12,-2.4%,5%,-12%,-9%,-19%,0%,1.4%,9%,i,0.9
Nc1cccc(/C=C/C(=O)O)c1,0.9%,17%,-5%,-6%,16%,4%,-4.8%,1%,i,0.4
CCOCCCNC(=O)C(NC(=O)CNC(=O)c1ccccc1)c1ccc(C)cc1 (stereo not drawn),-1.5%,-12%,-4%,-9%,2%,-1%,-3.2%,-3%,i,1.0
O=c1c(Cl)c(NCc2ccc(F)cc2)cnn1C12CC3CC(CC(C3)C1)C2,-5.5%,-4%,-2%,-1%,-34%,1%,2.3%,7%,i,0.1
C=CCc1cc(/C=C2/NC(=S)NC2=O)cc(OC)c1O,6.0%,-38%,-9%,-2%,14%,-8%,0.3%,7%,i,1.0
COc1ccc2[nH]cc(C(=O)NCCc3ccccc3)c(=O)c2c1,0.9%,1%,3%,-5%,-62%[20 µM],10%,8.4%,-12%,i,0.2
CCCn1cnnc1CNC(=O)C1CCC(=O)N(CCc2cccc(F)c2)C1 (stereo not drawn),1.3%,18%,4%,-11%,-18%,5%,3.1%,11%,i,1.1
COC(=O)c1ccc2c(=O)n(-c3ccc(OC)cc3)c(=S)[nH]c2c1,-2.4%,0%,-10%,1%,-16%,-3%,-1.3%,-22%,+,72*

# Whole records from above.
# CNC(=O)/C(=C\c1ccc2c(c1)OCO2)NC(=O)c1ccc(Br)cc1 as listed: HIV fusion peptide = -1.5%; HEK293 NOD2/NF-kB = -11%; Salmonella PhoP GFP = 7%; LYP inhibition = -1%; KOR beta-arrestin-1 = nt; Siah-1 displacement = -1%; KOR beta-arrestin-2 = -4.0%; NOD1 NF-kB reporter = -26%; Myeloid diff 2 = i; Myeloid diff 2 GFP+ MAC1+ % = 0.7
# CCC(C(=O)NC1CCCC1)N(C(=O)Cn1nnc(-c2ccc(C)o2)n1)c1ccc(F)cc1 (stereo not drawn) as listed: HIV fusion peptide = 0.7%; HEK293 NOD2/NF-kB = 10%; Salmonella PhoP GFP = nt; LYP inhibition = -10%; KOR beta-arrestin-1 = -32%; Siah-1 displacement = 7%; KOR beta-arrestin-2 = 0.1%; NOD1 NF-kB reporter = 4%; Myeloid diff 2 = i; Myeloid diff 2 GFP+ MAC1+ % = 1.0

# Next part.
SMILES,HIV fusion peptide,HEK293 NOD2/NF-kB,Salmonella PhoP GFP,LYP inhibition,KOR beta-arrestin-1,Siah-1 displacement,KOR beta-arrestin-2,NOD1 NF-kB reporter,Myeloid diff 2,Myeloid diff 2 GFP+ MAC1+ %
COC(=O)COc1ccc(S(=O)(=O)NCCC2=CCCCC2)cc1Cl,-1.0%,-12%,2%,-3%,-25%,1%,2.5%,2%,i,0.6
O=C(Nc1ccccc1)C1=C[C@H](c2csc3ccccc23)C[C@H](OCCCCO)O1,2.8%,4%,-9%,6%,-32%,-2%,3.1%,-27%,i,1.7
O=C(O)CCc1nn2c3ccccc3nc2n(-c2ccccc2)c1=O,2.6%,10%,-4%,-6%,-8%,4%,-0.7%,-14%,i,7.0
CCOc1ccc2[nH]cc(-c3csc(N)n3)c2c1,-1.6%,1%,4%,-7%,0%,-2%,1.3%,-17%,i,1.1
COc1cc2[nH]c(=S)n(NC(=O)CC(C)C)c(=O)c2cc1OC,-2.1%,10%,6%,-2%,-7%,0%,-3.6%,-18%,i,1.8
CCCCNS(=O)(=O)c1ccc(NC(=O)Cc2ccc(OC)cc2)cc1,-0.2%,13%,0%,-5%,2%,13%,-3.3%,-32%,i,0.6
O=C(Nc1nccs1)c1ccc2c(c1)OCO2,2.4%,-49%,0%,-6%,-26%,5%,0.7%,-44%,i,0.2
COc1ccc(Cl)cc1NC(=O)CN1CCN(S(=O)(=O)c2ccc(F)cc2)CC1,1.5%,-10%,4%,-5%,13%,-8%,-4.5%,-12%,i,0.8
Nc1n[nH]c(CCCO)n1,-1.9%,15%,8%,2%,27%,-3%,1.7%,-16%,i,1.2
CCCCOc1ccc(C2CCC(C(C)=O)C(C)C2)cc1 (stereo not drawn),0.8%,5%,-3%,-3%,4%,-1%,2.5%,-4%,i,0.4
CCN(CC)S(=O)(=O)c1ccc(C(=O)NCCN2C(=O)S/C(=C\c3cccnc3)C2=O)cc1,1.6%,-2%,1%,0%,14%,1%,-1.4%,34%,i,0.3
O=C(C1CCN(CC2CCCCC2)CC1)N1CCCC1,0.0%,-1%,-2%,-8%,-4%,-4%,-3.0%,-19%,i,0.7
O=C(CN1CCN(c2ccccc2F)CC1)c1ccc(O)c(O)c1,12%,7%,8%,0%,-1%,-1%,-1.2%,-12%,i,1.1
COc1ccc(N2C(=O)c3cc4ccccc4cc3C2=O)cc1,-0.3%,19%,13%,-6%,-2%,4%,-2.2%,-19%,i,0.8

# 10 entries already listed, arranged by number of heavy atoms, falling:
SMILES,HIV fusion peptide,HEK293 NOD2/NF-kB,Salmonella PhoP GFP,LYP inhibition,KOR beta-arrestin-1,Siah-1 displacement,KOR beta-arrestin-2,NOD1 NF-kB reporter,Myeloid diff 2,Myeloid diff 2 GFP+ MAC1+ %
O=C(Nc1ccc(N2CCOCC2)c(S(=O)(=O)Nc2cc(Cl)ccc2Cl)c1)c1cccnc1,1.6%,14%,-4%,-1%,7%,0%,1.3%,6%,i,0.4
O=C(NCCc1ccccc1F)C1CCCN1S(=O)(=O)c1ccc2ccccc2c1 (stereo not drawn),-3.8%,3%,4%,-1%,-6%,-4%,-6.4%,18%,i,0.6
COc1ccc(Cl)cc1NC(=O)CN1CCN(S(=O)(=O)c2ccc(F)cc2)CC1,1.5%,-10%,4%,-5%,13%,-8%,-4.5%,-12%,i,0.8
Cc1cccc2sc(N(CCCN(C)C)C(=O)c3ccc4ncsc4c3)nc12,1.2%,-47%,4%,-17%,-27%,-7%,1.8%,6%,i,7.5
Cn1c(=O)[nH]c(=O)c2c1nc(N1CCNCC1)n2Cc1ccccc1Cl,0.2%,3%,-5%,0%,2%,0%,-0.9%,-44%,i,0.8
CNC(=O)/C(=C\c1ccc2c(c1)OCO2)NC(=O)c1ccc(Br)cc1,-1.5%,-11%,7%,-1%,nt,-1%,-4.0%,-26%,i,0.7
O=C(CN1CCN(c2ccccc2F)CC1)c1ccc(O)c(O)c1,12%,7%,8%,0%,-1%,-1%,-1.2%,-12%,i,1.1
COc1ccc(N2C(=O)c3cc4ccccc4cc3C2=O)cc1,-0.3%,19%,13%,-6%,-2%,4%,-2.2%,-19%,i,0.8
CC(=O)Nc1nnc(SCC(=O)N2C(C)CCCC2C)s1 (stereo not drawn),1.1%,5%,-7%,-7%,-43%,-2%,3.1%,-25%,i,1.0
N#CCCn1[nH]c(-c2ccccc2)cc1=O,5.5%,20%,-12%,-6%,-18%,5%,-2.1%,-6%,i,0.7
